Screening results: PubChem BioAssay, National Center for Advancing Translational Sciences (NCATS)
GALK inhibitor = qHTS Assay for Inhibitors of Human Galactokinase (GALK). P51570. Purified GALK, Kinase-Glo residual ATP luminescence. Potency, µM (series often up to 57.5 µM), without a hit: at the top dose activity change, negative = inhibition, hits mostly inhibitors. 270,000 tested, 0.007% active; also: potency is read from the fitted curve at half-maximal effect; % is scaled to controls: 0 for no effect and ±100 for the full control effect
Target sequence (P51570 whole entry, looked up): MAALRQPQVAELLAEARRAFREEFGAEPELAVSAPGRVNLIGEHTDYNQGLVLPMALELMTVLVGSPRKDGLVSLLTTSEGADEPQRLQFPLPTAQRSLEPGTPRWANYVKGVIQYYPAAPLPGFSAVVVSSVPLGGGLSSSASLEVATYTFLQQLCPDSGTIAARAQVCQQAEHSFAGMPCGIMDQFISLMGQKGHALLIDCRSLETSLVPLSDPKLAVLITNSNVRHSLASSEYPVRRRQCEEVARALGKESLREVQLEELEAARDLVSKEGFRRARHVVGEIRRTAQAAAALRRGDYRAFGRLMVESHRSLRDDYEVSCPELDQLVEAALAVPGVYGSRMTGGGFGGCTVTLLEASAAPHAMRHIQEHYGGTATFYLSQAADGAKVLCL
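Quantitative HTS: GALK 5 nM, ATP 35 uM, galactose 100 uM, 1 h room temperature, then luciferase-based ATP detection.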
Menin-MLL TR inh = qHTS Assay for Inhibitors Targeting the Menin-MLL Interaction in MLL Related Leukemias: Competition With Texas Red Labeled MLL-derived Mutant Peptide; O00255; Menin + Texas Red MLL mutant peptide, fluorescence polarization; Potency, µM (series often up to 61.6 µM), for the others: at the top dose FP activity change, negative = inhibition, actives largely listed as inhibitors; 270,000 tested, 0.23% active; active = well fitted inhibition curve with a large enough effect in the polarisation, with a control signal flat, not every such curve was filed as active; inconclusive = small, poorly fitted or top-dose-only effect, or effect the other way, or a change in a side signal; inactive = no such curve, though single readings can be large or run the other way; the % refers to the polarisation; also: potency is read from the fitted curve at half-maximal effect; % of control where 0% means no effect; many of its hits are not listed in these tables
Target sequence (O00255 whole entry, looked up): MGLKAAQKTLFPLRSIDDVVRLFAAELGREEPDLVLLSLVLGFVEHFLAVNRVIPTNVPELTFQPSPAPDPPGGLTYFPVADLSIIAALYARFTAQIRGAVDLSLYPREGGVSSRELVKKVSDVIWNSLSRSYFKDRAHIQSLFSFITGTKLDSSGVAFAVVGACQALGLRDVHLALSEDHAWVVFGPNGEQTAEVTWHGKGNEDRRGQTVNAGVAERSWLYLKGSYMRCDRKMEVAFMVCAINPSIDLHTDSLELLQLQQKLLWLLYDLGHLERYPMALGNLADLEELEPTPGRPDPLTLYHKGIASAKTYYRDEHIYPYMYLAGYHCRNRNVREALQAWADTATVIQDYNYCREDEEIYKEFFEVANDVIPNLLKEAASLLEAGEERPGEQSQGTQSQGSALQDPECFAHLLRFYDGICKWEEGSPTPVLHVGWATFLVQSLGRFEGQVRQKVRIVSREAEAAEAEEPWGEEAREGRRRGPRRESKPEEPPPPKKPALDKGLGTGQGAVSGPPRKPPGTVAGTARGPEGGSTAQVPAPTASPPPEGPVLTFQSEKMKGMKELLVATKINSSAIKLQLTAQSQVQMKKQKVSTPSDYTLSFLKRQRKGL
MBNL1 CUG block = qHTS Assay for Inhibitors of MBNL1-poly(CUG) RNA binding; TR-FRET MBNL1-His/biotin-(CUG)12 binding, 665/545 ratio; Potency, µM (titrated, usually from 57.5 µM), inactives show top-dose activity change, negative = inhibition, usual class: inhibitors; 280,000 tested, 0.036% active; AID 2675, 2010; active = well fitted inhibition curve with a large enough effect in the signal ratio, with a control signal flat, not every such curve was filed as active; inconclusive = small, poorly fitted or top-dose-only effect, or effect the other way, or a change in a side signal; inactive = no such curve, though single readings can be large or run the other way; the % refers to the signal ratio; also: potency is read from the fitted curve at half-maximal effect; % is scaled to controls: 0 for no effect and ±100 for the full control effect
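His-tagged MBNL1 binding to biotinylated (CUG)12 RNA was measured by TR-FRET using terbium anti-His antibody (0.055 ng/ul final) and streptavidin-XL665 (5 nM final). Compounds were titrated 92 nM to 58 uM; 60 min at room temperature.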
Eya2 inh = qHTS Assay for Inhibitors of the Phosphatase Activity of Eya2; 330,000 tested, 0.006% active; Potency, µM (doses to about 76.9 µM), for the others: top-dose activity, negative = inhibition, hits mostly inhibitors; AID 488837, 2010; Protein phosphatase EYA2 (Homo sapiens), O00167; recombinant Eya2, OMFP fluorescence dephosphorylation (OMFP is methylfluorescein phosphate); also: potency is read from the fitted curve at half-maximal effect; % is scaled to controls: 0 for no effect and ±100 for the full control effect
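Eya2 (0.2 uM) preincubated 10 min at ambient with compound, then OMFP substrate added at 50 uM; 10 min reaction in 50 mM HEPES pH 7.5, 50 mM NaCl, 5 uM MgCl2, 0.05% BSA, 1 mM DTT. Fluorescence read at Ex 485/Em 525 nm.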
USP2a inh = qHTS Assay for Inhibitors of Ubiquitin-specific Protease USP2a Using CHOP2 as the Reporter. Ubiquitin carboxyl-terminal hydrolase 2 (Homo sapiens), O75604. USP2 core, Ub-CHOP2 coupled fluorogenic reporter, 485/531. Potency, µM (titrated, usually from 38.3 µM), for inactives: top-dose activity change, negative = inhibition, most hits filed as inhibitors. 330,000 tested, 0.01% active;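 also: potency is read from the fitted curve at half-maximal effect; plate controls were DMSO wells for no effect and full inhibition by NEM control for full effect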
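Cell-free coupled assay: 10nM USP2 core preincubated 30min RT with compound in Tris-HCl pH 8.0/CaCl2/CHAPS buffer, then 25nM Ub-CHOP2 and 25nM reporter substrate; fluorescence (Ex 485/Em 531) read after 60min RT, normalized to NEM inhibition, concentration-response curves fitted.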
Mito fusion act = qHTS Assay for Small Molecule Inhibitors of Mitochondrial Division or Activators of Mitochondrial Fusion; S. cerevisiae fusion-defective mutant growth rescue, CellTiterGlo 48 h; 320,000 tested, 0.23% active; Potency, µM (titrated, usually from 46.1 µM), without a hit: at the top dose growth rescue (activation), most hits filed as activators;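 also: potency is read from the fitted curve at half-maximal effect; % of control where 0% means no effect; nearly all actives have a fitted effect of over 45% in size; temperature-sensitive fusion mutants such as fzo1-1 at 37 °C on non-fermentable ethanol glycerol medium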
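S. cerevisiae fusion-defective temperature-sensitive mutants (e.g. fzo1-1, mgm1-5) grown 48 h at 37C in YPEG (ethanol/glycerol non-fermentable) medium with 23 nl compound per well; growth rescue read as CellTiterGlo luminescence.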
KCNH2 WT inh = qHTS for Inhibitors of KCHN2 3.1: Wildtype qHTS. Voltage-gated inwardly rectifying potassium channel KCNH2 (Homo sapiens), Q12809. U2OS, BacMam KCNH2, thallium flux FluxOr; hits give low values. activity change, % at 1.84 µM. 340,000 tested, 0.37% active. AID 720551, 2013;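 active = maximum activity change below -70%; inconclusive = maximum activity change between -70% and -50%; inactive = maximum activity change above -50%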; also: % is scaled to controls: 0 for no effect and ±100 for the full control effect
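U2OS cells were transduced with wild-type KCNH2 virus (2.03 x 10^8 / mL) for 4 h at room temperature, then cultured overnight at 37 C. Thallium flux was read with FluxOr dye. Rate constants were normalized to DMSO controls.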
PKM2 activator = qHTS Assay for Activators of Human Muscle isoform 2 Pyruvate Kinase; Pyruvate kinase PKM (Homo sapiens), P14618; purified PKM2, Kinase-Glo ATP luminescence, activation; response scale: 0% is enzyme alone, no compound; Potency, µM (series often up to 57.5 µM), without a hit: top-dose activation, hits mostly activators; 260,000 tested, 0.34% active; AID 1631, 2009; also: potency is read from the fitted curve at half-maximal effect; % is scaled to controls: 0 for no effect and ±100 for the full control effect; nearly all actives have a fitted effect of over 55% in size
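ATP formation by purified human PK-M2, quantified via coupled luciferase luminescence after 1 h at room temperature with 0.1 mM ADP and 0.5 mM PEP final.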
Chronic BCR inh = qHTS Assay to Find Inhibitors of Chronic Active B-Cell Receptor Signaling; Potency, µM (series often up to 46.1 µM), for inactives: at the highest dose ratio change, negative = lower green/red ratio, hits mostly inhibitors; ABC-DLBCL IkBa-CBG/CBR reporter, luminescence ratio, 4 h; 340,000 tested, 0.05% active; active = well fitted inhibition curve with a large enough effect in the signal ratio, with a control signal flat, not every such curve was filed as active; inconclusive = small, poorly fitted or top-dose-only effect, or effect the other way, or a change in a side signal; the % refers to the signal ratio;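 also: potency is read from the fitted curve at half-maximal effect; plate controls were basal doxycycline-induced cells for no effect and cells given 10 µM MG132 for full effect; MG132 reads +100%, hits lower the ratio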
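Concentration-response series (up to 46 uM) were applied to TMD8 dual-reporter cells for 4 h at 37C with doxycycline. Green/red ratio, after filter-overlap correction, defined %Activity; red signal alone was normalised to basal cells and zero luminescence.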
TSHR antagonist = Antagonists of the Thyroid Stimulating Hormone Receptor: HTS campaign; Thyrotropin receptor (Homo sapiens), P16473; TSHR-expressing cells, TSH-stimulated cAMP HTRF, 2 h; hits give low values; activity change, negative = inhibition, % at 11.5 µM; 330,000 tested, 0.2% active; AID 504810, 2011;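 active = activity change below a set negative limit, meaning inhibition stronger than a set level, cut at about -70% in these data; inconclusive = activity change between two set negative limits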; also: % is scaled to controls: 0 for no effect and ±100 for the full control effect
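TSHR-expressing cells were treated with compounds, then stimulated with TSH at EC80 (4nM final) for 2 hours at 37 deg C. Cellular cAMP was measured by HTRF competition between lysate cAMP and cAMP-d2 for a cryptate-labelled anti-cAMP antibody.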
ASM inhibitor = Inhibitors of Secretory Acid Sphingomyelinase (S-ASM): qHTS; Sphingomyelin phosphodiesterase (Homo sapiens), P17405; placental ASM, HMU-PC fluorogenic substrate, 60 min; Potency, µM (titrated, usually from 57.5 µM), for the others: at the top dose activity change, negative = inhibition, most hits filed as inhibitors; 340,000 tested, 0.006% active; also: potency is read from the fitted curve at half-maximal effect
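HMU-PC0 cleavage (9 uM final) by human placental ASM, 60 min at 37 °C following 10 min compound exposure at RT; stopped at pH 10, fluorescence Ex 386/Em 447 nm.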
Starred values were filed as active, the others as inactive; ? = inconclusive; / = no result given. Unless noted, calls follow the shape of the dose curve; as a rule, active = well fitted curve in the direction sought with a large enough effect; inconclusive = small, poorly fitted or top-dose-only effect, or another doubt; inactive = no such curve, though single readings can be large; an effect the other way counts as inactive or inconclusive. An excerpt; rates above refer to the full screens.

SMILES	GALK inhibitor	TSHR antagonist	Chronic BCR inh	USP2a inh	Eya2 inh	KCNH2 WT inh	ASM inhibitor	Mito fusion act	Menin-MLL TR inh	MBNL1 CUG block	PKM2 activator
COc1cccc(/C=C2\SC(=S)N(CCCC(=O)N(CCO)c3ccccc3)C2=O)c1	-4%	-25	?	4%	0%	-13	-16%	-7%	/	25%	4%
CCCOc1ccc(/C=N/NC(=O)C(=O)Nc2ccccn2)cc1	1%	3	4%	2%	6%	8	-1%	-3%	-6%	/	-3%
COc1ccc(C2=Nn3c(nnc3-c3ccccc3C(F)(F)F)SC2)cc1OC1CCOC1 (stereo unspecified)	/	100	-14%	-1%	2%	/	-11%	/	/	/	/
Cc1ccc(CCNC(=O)CN2C(=O)COc3ccc(S(=O)(=O)N4CCOCC4)cc32)cc1	3%	13	-5%	1%	-2%	2	-2%	0%	/	-5%	/
C=CCn1c(=S)[nH]c2ccc(Br)cc2c1=O	0%	6	?	2%	-19%	-9	-1%	-6%	21%	13%	5%
CC1(c2ccc([N+](=O)[O-])cc2)NC(=O)NC1=O (stereo unspecified)	-1%	5	0%	-1%	3%	3	-3%	0%	14%	?	-1%
N#Cc1ccc(OCC(=O)OCC(=O)NCCC2=CCCCC2)cc1	0%	-1	-2%	5%	0%	3	0%	1%	-13%	13%	2%
C=CCn1cc(C(=O)NCCCOC)c(=O)c2cc(S(=O)(=O)N(CC)CC)ccc21	-1%	12	13%	-4%	-9%	1	-3%	-1%	-4%	0%	-4%
O=C(O)c1cccc(-n2sc3ccccc3c2=O)c1	/	?	?	1%	2%	2	2%	17%	/	/	/
Cc1cc(NS(=O)(=O)c2ccc(Nc3nc(-c4ccc(C)c(C)c4)cs3)cc2)no1	0%	-1	?	?	-9%	4	-11%	-9%	-6%	/	0%
CNC(=O)C(=O)NCCN1CCN(S(=O)(=O)c2ccc3ccccc3c2)CC1	4%	8	2%	1%	-1%	-1	-1%	-3%	6%	-1%	5%
Cc1cccc(Nc2nc(-c3c(C)nc4ccccn34)cs2)c1	2%	-34	?	0%	-4%	6	-2%	-4%	7%	-10%	4%
CCC1=NN2C(=N)/C(=C\c3cccn3-c3ccc(C)c(C)c3)C(=O)N=C2S1	-1%	-6	?	2%	11%	1	?	-3%	6%	?	0%
COc1ccc(Cl)cc1C(=O)NCC(c1ccco1)N1CCCC1 (stereo unspecified)	-2%	0	-4%	1%	-20%	20	-3%	0%	0%	-1%	1%
COc1cc(C(=O)N2CCN(C(=O)c3cccc4ccccc34)CC2)cc(OC)c1OC	-1%	16	-1%	-1%	11%	-10	2%	2%	/	9%	/
CCn1c(CNC(=O)C2CCCCC2)cc2cc(C)ccc21	4%	2	-1%	0%	5%	-2	5%	1%	-2%	3%	0%
O=C(CCC(=O)c1ccc(F)cc1)NCc1ccccc1C(F)(F)F	-9%	14	1%	4%	-20%	-2	1%	-1%	2%	4%	/
CC(C)Oc1ccc(NC(=O)CCC(=O)O)cc1	-1%	6	?	1%	7%	12	-1%	-1%	0%	1%	-14%
COc1cccc(C(c2nnnn2Cc2ccco2)N2CCN(Cc3ccccc3)CC2)c1OC (stereo unspecified)	5%	1	3%	2%	11%	21	1%	-14%	?	-7%	-14%
CC(C)CCN(C(=O)c1cn2ccccc2n1)c1c(N)n(Cc2ccccc2)c(=O)[nH]c1=O	/	1	12%	0%	-16%	-7	9%	-5%	/	/	/
CCCN1CCN(C(=O)Cn2ncc3c([nH]c4ccc(C)cc43)c2=O)CC1	0%	7	2%	5%	-8%	7	0%	-3%	/	-10%	/
NC(=O)NC(=O)COC(=O)c1ccccc1Oc1ccccc1	1%	13	-7%	0%	1%	10	1%	-4%	?	-2%	-17%
COc1ccccc1CCC(=O)OCC(=O)NCc1ccc(OC)c(OC)c1	/	-11	4%	2%	-12%	3	0%	/	/	/	/
COc1ccc([C@H]2CC(=O)C=C(c3cc4ccccc4s3)C2)cc1OC	/	-32	-2%	-2%	8%	-11	-9%	15%	/	/	/
CC(=O)N1CCN(C(=O)c2ccc3c(c2)OCO3)CC1	/	11	0%	-8%	-18%	-3	2%	/	/	/	/
Cc1ccc(-c2nc(N)nc(N)n2)c(C)c1	/	6	-3%	1%	-14%	2	0%	-2%	/	/	/
COC(=O)c1ccc(NC(=O)c2cn(-c3ccccc3)nc2-c2ccncc2)cc1	-1%	-6	8%	0%	-16%	-3	-18%	7%	?	4%	4%
COc1ccccc1OCCOCCOc1c(C)cc(C)cc1Br	-1%	-8	-1%	-5%	-2%	-1	-1%	0%	-6%	/	-7%
CC(C)c1ccc(NC(=O)NCc2ccc3c(c2)OCO3)cc1	5%	-5	-11%	0%	-10%	25	2%	-7%	?	-1%	1%
Cc1ccc(CC(=O)O/N=C(\N)Cc2ccc([N+](=O)[O-])cc2)cc1	-1%	-24	0%	3%	-2%	0	0%	7%	-7%	/	1%
O=c1cc(O)n(-c2ccc(Cl)cc2)c(=S)[nH]1	-2%	-1	10%	2%	18%	9	0%	-3%	1%	0%	2%
CC(=O)Nc1c(C(=O)c2ccccc2)oc2ccccc12	-1%	-15	8%	1%	14%	2	23%	5%	-1%	?	-1%
CCOc1ccc(-c2nonc2NC(=O)c2ccco2)cc1OCC	7%	-10	-8%	1%	-14%	-6	4%	0%	/	-3%	/
CSCc1c(C(=O)Nc2ccccc2N2CCOCC2)oc2ccccc12	/	-5	2%	0%	1%	0	-7%	3%	/	/	/
CN(C)CCN1C(=O)c2oc3ccccc3c(=O)c2C1c1ccccc1 (stereo unspecified)	0%	10	7%	3%	3%	/	/	-8%	7%	5%	-2%
O=C(NCc1ccco1)c1cccc(NC(=O)c2ccccc2)c1	0%	0	?	3%	6%	3	1%	-3%	8%	1%	9%
COc1cc(/C=C/C(=O)N2CCN(c3ccccn3)CC2)cc(OC)c1OC	-5%	4	1%	-1%	2%	-17	-1%	0%	/	10%	-2%
O=C(NC1CC1)C1=C[C@@H](c2ccc(Br)cc2)C[C@@H](OCCCCO)O1	1%	-10	0%	9%	2%	-4	7%	-1%	3%	-5%	4%
COc1ccc(-c2nnc(NC(=O)Cc3ccccc3)s2)c(OC)c1	2%	27	2%	0%	?	-6	6%	2%	/	15%	3%
C[C@H]1CN=C(N(C)C)N1CC1CCCCC1	/	7	-3%	1%	14%	11	1%	-12%	/	/	/
COc1ccccc1N1CCN(C(=O)c2cc3sccc3n2C)CC1	1%	3	-18%	-5%	-5%	-4	1%	3%	-7%	5%	-2%
CCOc1ccc(NC(=O)NCCCN2CCCC2)cc1	-2%	-1	?	-1%	-16%	7	-3%	-1%	-1%	3%	0%
